Assay outcomes (PubChem BioAssay)
TRPC4 act: activators of mouse TRPC4 channel, primary screen, Fluo4 calcium, HEK293 TRPC4beta/mu-opioid cells. AID 2237, 2010. Short transient receptor potential channel 4 (Mus musculus), Q9QUQ5. Fluo4 calcium fluorescence; hits give high values. 310,000 tested, 0.49% active. B-score at 10 µM;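 active = B-score above 5 SD of library B-scores, and initial fluorescence ratio not above library mean plus 5 SD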;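 note: positive B-score marks a calcium rise read as TRPC4 activation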
Target sequence (Q9QUQ5 whole entry, looked up): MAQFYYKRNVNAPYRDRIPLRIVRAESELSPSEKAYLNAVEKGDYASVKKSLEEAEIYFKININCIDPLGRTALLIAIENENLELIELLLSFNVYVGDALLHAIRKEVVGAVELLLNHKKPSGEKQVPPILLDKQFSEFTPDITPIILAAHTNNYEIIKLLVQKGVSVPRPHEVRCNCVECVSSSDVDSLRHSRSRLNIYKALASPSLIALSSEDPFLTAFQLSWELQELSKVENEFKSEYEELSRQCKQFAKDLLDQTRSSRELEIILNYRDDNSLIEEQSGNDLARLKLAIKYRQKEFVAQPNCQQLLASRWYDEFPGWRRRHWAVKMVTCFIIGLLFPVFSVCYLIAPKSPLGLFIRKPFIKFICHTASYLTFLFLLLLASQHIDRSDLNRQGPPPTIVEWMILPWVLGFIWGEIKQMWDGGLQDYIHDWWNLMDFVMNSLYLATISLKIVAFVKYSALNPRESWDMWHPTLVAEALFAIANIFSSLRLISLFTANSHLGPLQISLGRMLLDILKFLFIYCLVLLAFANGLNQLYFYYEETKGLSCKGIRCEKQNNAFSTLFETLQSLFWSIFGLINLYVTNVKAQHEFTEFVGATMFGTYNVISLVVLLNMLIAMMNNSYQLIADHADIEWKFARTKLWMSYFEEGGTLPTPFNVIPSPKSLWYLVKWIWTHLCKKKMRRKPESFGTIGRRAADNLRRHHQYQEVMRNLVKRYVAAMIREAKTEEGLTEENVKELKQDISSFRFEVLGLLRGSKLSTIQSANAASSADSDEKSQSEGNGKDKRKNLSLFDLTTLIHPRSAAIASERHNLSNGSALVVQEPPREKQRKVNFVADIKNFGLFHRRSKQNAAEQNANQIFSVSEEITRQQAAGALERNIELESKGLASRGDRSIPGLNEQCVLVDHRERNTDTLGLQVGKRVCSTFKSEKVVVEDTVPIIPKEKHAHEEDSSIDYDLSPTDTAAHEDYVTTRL
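system = HEK293 cells stably co-expressing mouse TRPC4beta and mu-opioid receptor | schedule = Fluo4 dye loading 45 min at room temperature, 110 s recording | measure = B-scored integrated calcium fluorescence ratio | signal = Fluo4 calcium-sensitive dye fluorescence, kinetic, 1 Hz baseline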
TRPC4 inh: inhibitors of mouse TRPC4 channel, primary screen, Fluo4 calcium, HEK293 TRPC4beta/mu-opioid cells; DAMGO-evoked Fluo4 calcium flux; hits give low values; B-score at 10 µM; AID 2247, 2010; 300,000 tested, 0.39% active;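 active = B-score over 3 SD under the library average, no early fluorescence shift, positive overall ratio signal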
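Test system – stable TRPC4beta/mu-opioid receptor HEK293 cells · Probe or stimulus – DAMGO, a submaximal dose followed by a maximal one · Dosing – one concentration per compound · Signal – Fluo4 calcium fluorescence by kinetic imaging, 5 s 1 Hz baseline · Evaluation – per-well B score of integrated baseline-normalized Fluo4 ratio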
TRPC6 inhibitor: mouse TRPC6 channel inhibitors, primary screen, cell-based, HEK293, membrane potential dye; Short transient receptor potential channel 6 (Mus musculus), Q61143; ACh-evoked depolarization; hits give low values; B-score at 10 µM; 310,000 tested, 1.1% active; AID 2553, 2010;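 active = B-score under library mean minus 3 SD, initial fluorescence not abnormally high, positive integrated signal ratio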;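 note: B-score derived from integrated fluorescence ratio over the kinetic read; more negative B-score means stronger inhibition of depolarization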
HIF activator: HIF pathway transcriptional activators, primary screen, cell-based, U2OS HRE-luciferase, luminescence; U2OS HRE-luciferase reporter; normalized: DMSO 0%, desferrioxamine 100%; activation, % at 7.5 µM (by protocol); 300,000 tested, 0.32% active; AID 1910, 2009;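 active = mean activation of at least 10% of the iron chelator positive control signal, with at least half of replicates also reaching 10%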
PolyA inh: polyadenylation inhibitors in yeast reporter cells, primary screen, luminescence, S. cerevisiae | S. cerevisiae SKY197-pL101 polyadenylation reporter, beta-gal luminescence; efflux-impaired pdr1/pdr3 knockout yeast; score 100 = 6 SD above DMSO | calls only at 12 µM | 300,000 tested, 0.02% active;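 active = lowest replicate activity score at least 50, where 100 means six control SD above control mean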;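 note: yeast exposed to compound for 9 h at 30 °C; higher score means more reporter readthrough which indicates perturbed polyadenylation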
MrgX1 ag: agonists of human MrgX1 receptor, primary screen, HEK293 cells, Fluo-4 calcium flux; Fluo-4 calcium fluorescence, agonist mode; hits give high values; AID 588627, 2011; 310,000 tested, 0.44% active; Mas-related G-protein coupled receptor member X1 (Homo sapiens), Q96LB2; B-score at 10 µM;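 active = calcium response B-score plate-corrected fluorescence ratio at least 3 library SD, with starting fluorescence B-score inside 5 SD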
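Material: MrgX1-expressing HEK293 cells; input: 15,000 cells per well; doses: test compound given as first of three sequential additions; schedule: overnight plating before 1 h dye loading; technique: Fluo-4 NW calcium-flux fluorescence, kinetic read; evaluation: baseline-normalised fluorescence change ratio, B-scored; control set: plate-wise positive and negative controls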
TRPC6 activator: mouse TRPC6 channel activators, primary screen, cell-based, HEK293, membrane potential dye; Short transient receptor potential channel 6 (Mus musculus), Q61143; HEK293-TRPC6 membrane potential dye fluorescence; hits give high values; B-score at 10 µM; 310,000 tested, 0.13% active; AID 2550, 2010;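 active = B-score of the integrated fluorescence ratio above library mean plus 3 SD, and starting fluorescence ratio within library mean plus 5 SD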;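 note: higher score means more depolarization so channel activation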
MrgX1 antag: antagonists of human MrgX1 receptor, primary screen, HEK293 cells, Fluo-4 calcium flux; AID 588676, 2011; 310,000 tested, 1.3% active; BAM8-22 antagonism; hits give low values; Mas-related G-protein coupled receptor member X1 (Homo sapiens), Q96LB2; B-score at 10 µM;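 active = calcium-response B-score plate-corrected more than 3 library SD below zero, starting fluorescence within 5 deviations, no agonist response on first addition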;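 note: peak minus trough fluorescence over baseline after final BAM8-22 challenge near maximal dose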
MrgX1 allo act: positive allosteric modulators of MrgX1, primary screen, HEK293 cells, Fluo-4 calcium flux. FDSS; hits give high values. B-score at 10 µM. 310,000 tested, 0.63% active. AID 588675, 2011;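 active = plate-corrected calcium response at least 3 library SD above typical, normal starting fluorescence, not activating the receptor alone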;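 note: compound read alongside a low EC10 to EC30 dose of BAM8-22 agonist; peak minus trough fluorescence over baseline measured at the second addition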
AI-2 QS mod: Vibrio harveyi AI-2 quorum sensing modulators, primary screen, JMH597 strain, luminescence/OD600 ratio; Vibrio harveyi JMH597 AI-2 luminescence/OD600 ratio, 9 h; hits give low values; strain lacks LuxN and CqsS sensors; 0 = neutral-control median; activity change, % at 7.5 µM; 300,000 tested, 0.4% active; in the data active = activity change below about -75%, passing the limit was not always enough;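 note: luminescence divided by OD600 gain over 9 h not by final OD600 alone; inactives centre near 13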
TRPC4 potent: positive allosteric modulators of TRPC4, primary screen, cell-based, mouse TRPC4beta, HEK293 mu-opioid, Fluo-4 calcium | Short transient receptor potential channel 4 (Mus musculus), Q9QUQ5 | DAMGO EC20, Fluo-4 Ca2+ flux; hits give high values | B-score at 10 µM | 310,000 tested, 0.42% active;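 active = B-score of calcium response area above 5 SD of library B-scores, with initial fluorescence ratio within 5 SD of library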;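 note: B-score of integrated fluorescence ratio over time as area under calcium response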
An asterisk follows results filed as active; i = inactive; · = not tested or not shown.

molecule	TRPC4 act	TRPC4 inh	TRPC6 inhibitor	HIF activator	PolyA inh	MrgX1 ag	TRPC6 activator	MrgX1 antag	MrgX1 allo act	AI-2 QS mod	TRPC4 potent
CCCC(=O)Nc1nc(C)c(-c2csc(Nc3ccccc3OC)n2)s1	i	i	i	-0.5	i	i	i	i	i	28	i
NC(=O)c1ccc(NC(=O)CSC2=Nc3ccccc3C3CC=NN23)cc1 (stereo not drawn)	i	i	i	-1.6	i	i	i	i	i	47	i
O=C(Nc1cccc(Cl)c1)c1ccc2ncsc2c1	i	i	i	1.5	i	i	i	i	7.7*	14	i
CCSc1c([N+](=O)[O-])c(=O)n(-c2ccccc2)c2ccccc12	i	i	i	-1.3	i	i	i	i	i	5	i
CC(C)(C)NC(=O)COc1coc(CN2CCN(C(=O)c3ccco3)CC2)cc1=O	i	i	i	0.2	i	i	i	i	i	11	i
CCCC(=O)N1N=C(c2ccccc2)CC1c1cn(C)c2ccccc12 (stereo not drawn)	i	i	i	0.1	i	i	i	i	i	22	i
COc1cc(NC(=O)CCNC(=O)Cn2cnc3ccccc3c2=O)cc(OC)c1OC	i	i	i	-0.7	i	i	i	i	i	22	i
O=C(c1cc2c(s1)-c1ccccc1OC2)N1CCN(c2ccccn2)CC1	i	i	i	-0.5	i	i	i	i	i	16	i
O=C(CN(c1ccccc1)S(=O)(=O)c1ccc(Cl)cc1)Nc1cccnc1	i	i	i	0.3	i	i	i	i	i	21	i
CCc1ccc(-c2nc(CS(=O)CC(=O)NCCc3ccccc3)c(C)o2)cc1 (stereo not drawn)	i	i	i	-0.9	i	i	i	i	i	38	i
O=S(=O)(NCc1ccccc1)c1ccc(S(=O)(=O)N(Cc2ccccn2)C2CCCC2)cc1	i	i	i	-0.4	i	i	i	i	i	-9	i
Cc1cc2c(OCC(O)CNC3CCCCC3)cccc2[nH]1 (stereo not drawn)	i	i	i	-0.1	i	i	i	i	i	20	i
Cc1c(NC(=O)c2ccc(N(Cc3ccccc3)S(C)(=O)=O)cc2)c(=O)n(-c2ccccc2)n1C	i	i	i	0.7	i	i	i	i	i	-10	i
CCN(c1ccccc1)S(=O)(=O)c1ccc(OC)c(NC(=O)c2cccs2)c1	i	i	i	0.3	i	i	i	i	i	18	i
CCOC(=O)c1cc(CC)sc1N1C(=O)CC(Sc2ncccc2C(=O)O)C1=O (stereo not drawn)	i	i	i	-0.9	·	i	i	i	i	5	i
C=CC[n+]1c(C)csc1Nc1cccc(Br)c1	i	i	i	0.0	i	i	i	i	i	19	i
Cc1c(C(=O)N2CCCCC2)sc(NC(=O)C2CC2)c1C#N	i	i	i	-0.2	i	i	i	i	i	17	i
CC(C)N1C(=O)S/C(=C/c2ccc(Sc3nc4ccccc4[nH]3)o2)C1=O	i	i	i	-0.5	i	i	i	-7*	i	18	i
O=C(CSc1cccc(C(F)(F)F)c1)Nc1ccc(Cl)cc1Cl	i	i	i	-0.7	i	i	i	i	i	17	i
Cc1cc(OC(=O)c2ccc(C)c(C)c2)c([N+](=O)[O-])c(=O)[nH]1	i	i	i	-0.2	i	i	i	i	i	17	i
CCCOC(=O)CSc1nnc(-c2ccccc2Cl)o1	i	i	i	-4.3	i	i	i	i	i	17	i
COC(=O)C1=C(C(=O)OC)SC2(S1)C(C(=O)OC)=C(C(=O)OC)SC1=C2c2cc(C)ccc2NC1(C)C	i	i	i	0.8	i	i	i	i	i	-2	i
Cc1nonc1OCCNC(=O)C12CC3CC(CC(C3)C1)C2	i	i	i	0.9	i	i	i	i	i	1	i
CC(C)(C)c1ccc(C(=O)NCC(=O)N2CCNC(=O)C2)cc1	i	i	i	0.1	i	i	i	i	i	-3	i
CN(C)C(=O)CSc1ncnc2scc(-c3ccccc3)c12	i	i	i	-0.1	i	i	i	i	i	-7	i
O=C(NCc1ccccc1)C(c1ccc(F)cc1)N(Cc1ccco1)C(=O)c1ccccn1 (stereo not drawn)	i	i	i	-0.2	i	i	i	i	i	0	i
COc1cc(C2c3c(oc4ccccc4c3=O)C(=O)N2CCN2CCOCC2)cc(OC)c1OC (stereo not drawn)	i	i	i	-9.4	i	i	i	i	i	26	i
COC(=O)NNC(=S)NCc1ccccc1	i	i	i	-0.1	i	i	i	i	i	13	i
CCOC(=O)c1c(NC(=O)c2ccc(S(=O)(=O)N(C)CC3CCCO3)cc2)sc2c1CC(C)(C)NC2(C)C (stereo not drawn)	i	i	i	-0.3	i	i	i	i	i	8	i
Cc1c(-c2ccccc2)nnn1-c1ccc(F)cc1F	i	i	i	5.5	i	i	i	i	i	14	i

molecule	TRPC4 act	TRPC4 inh	TRPC6 inhibitor	HIF activator	PolyA inh	MrgX1 ag	TRPC6 activator	MrgX1 antag	MrgX1 allo act	AI-2 QS mod	TRPC4 potent
Cc1ccc(S(=O)(=O)Nc2ccc(Cl)cn2)cc1C	i	i	i	1.5	i	i	i	i	i	·	i
COc1ccc(OC)c(NC(=O)c2nnn(Cc3ccccc3C)c2N)c1	i	i	i	-0.3	i	i	i	i	i	-18	i
COc1ccc(-c2cc([C@H]3[C@H]4C=CC[C@@H](C)[C@@H]4C(=O)N3Cc3ccccc3)ccc2F)cc1	i	i	i	-0.8	·	i	i	i	i	15	i
Cc1cccc(N2CCN(C(=O)COc3ccc4ccc(=O)oc4c3)CC2)c1C	i	i	i	0.3	i	i	i	i	i	3	i
CCCCCC(=O)NNC1CC(=O)N(c2cccc(OCC)c2)C1=O (stereo not drawn)	i	i	i	-0.5	i	i	i	i	i	3	i
O=C(CSc1nnc(Cc2cc(=O)[nH]c(=O)[nH]2)n1-c1ccccc1)N1CCCCC1	i	i	i	-0.5	i	i	i	i	i	14	i
O=C(NCC1CCCO1)c1cc([N+](=O)[O-])ccc1Cl (stereo not drawn)	i	i	i	0.3	i	i	i	i	i	26	i
CCc1noc(C)c1C(=O)Nc1ncc(C)s1	i	i	i	0.4	i	i	i	i	i	11	i
COc1cccc(CC(=O)NC2CCCN(Cc3ccccc3F)C2)c1 (stereo not drawn)	i	i	i	1.0	i	i	i	i	i	11	i
CN(C(=O)CSc1nnc(-c2ccccc2F)o1)c1ccccc1	i	i	i	1.1	i	i	i	i	i	20	i
COC(=O)CCC(=O)Oc1ccc(OC(=O)CCC(=O)OC)cc1	i	i	i	-0.3	i	i	i	i	i	20	i
O=C1CC(N2CCN(c3ccccc3)CC2)C(=O)N1c1cccc(Br)c1 (stereo not drawn)	i	i	i	-14	i	i	i	i	i	44	i
COC(=O)Nc1ccc(S(=O)(=O)Nc2cccc3ccccc23)cc1	i	i	i	0.3	i	i	i	i	i	-4	i
O=S(=O)(Nc1ccc(F)cc1)c1ccc(NC(=S)Nc2ccccc2)cc1	i	i	i	0.0	i	i	i	i	i	17	i
Cn1c(=O)n(C)c2cc(C(=O)Nc3ccc4c(c3)OCO4)ccc21	i	i	-7*	1.5	i	i	i	i	i	39	i
COC(=O)c1[nH]c2ccccc2c1NC(=O)c1ccccc1[N+](=O)[O-]	i	i	i	·	i	i	i	i	i	12	i
COc1ccc(C(=O)/C=C/C(=O)N(CC(=O)NC2CCCCC2)Cc2ccccc2OC)c(O)c1	i	i	i	-7.5	i	·	i	·	·	i	i
COc1ccc(NC(=O)CSc2nnc(-c3ccncc3)o2)c(OC)c1	i	i	i	0.4	i	i	i	i	i	17	i
CCOC(=O)Cn1ccc(O)c(Cc2ccc(Cl)cc2Cl)c1=O	i	i	i	-0.5	i	i	i	i	i	24	i
c1ccc(-c2csc3ncnc(NCc4ccccn4)c23)cc1	i	i	i	0.2	i	i	i	-5.6*	i	14	i
COc1cc(CCC(=O)Oc2ccc(C(C)=O)cc2)cc(OC)c1OC	i	i	i	0.5	i	i	i	i	i	39	i
CC(C)(C(=O)O)n1cncn1	i	i	i	0.1	i	i	i	i	i	9	i
Cc1cc(/C=C2/C(=O)N(C)C(=S)N2C)c(C)n1C1CC1	i	i	i	0.5	·	i	i	i	i	47	i
O=C(O)/C=C/C(=O)NCCc1cccc(Cl)c1	i	i	i	-0.5	i	i	i	i	i	-2	i
O=C(CN(c1cccc(Cl)c1)S(=O)(=O)c1ccc(Cl)cc1)N1CCc2ccccc2C1	i	i	i	0.1	i	i	i	i	i	3	i
O=C(COc1ccc(F)cc1)NC1CC1	i	i	i	-0.2	i	i	i	i	i	21	i
Cc1ccc(CS(=O)(=O)c2ncc(Cl)c(C(=O)Nc3nnc(C)s3)n2)cc1	i	i	i	-4.3	i	i	i	-6*	i	-4	i
COc1cccc(CNS(=O)(=O)c2cc3c(cc2C)n(C)c(=O)c(=O)n3C)c1	i	i	i	-0.2	i	i	i	i	i	45	i

The list is partial, so the mix of outcomes need not match the whole.
